Bioassay records: PubChem, several laboratories
MDM2 E3 inh: Mdm2 E3 ligase (human) inhibition | Q00987 | cell-based MDM2 ubiquitination luciferase reporter, 2 h; 0 = plate control, 100 = twice control, blank-subtracted | signal enhancement, % at 5 µM | actives 0.11% (n = 210,000) | AID 1230;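 active means signal enhancement of 30% or more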;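 further: luminescence tracks abundance of the self-degrading MDM2-luciferase fusion protein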
Target sequence (Q00987 whole entry, looked up, the tested form may be a part): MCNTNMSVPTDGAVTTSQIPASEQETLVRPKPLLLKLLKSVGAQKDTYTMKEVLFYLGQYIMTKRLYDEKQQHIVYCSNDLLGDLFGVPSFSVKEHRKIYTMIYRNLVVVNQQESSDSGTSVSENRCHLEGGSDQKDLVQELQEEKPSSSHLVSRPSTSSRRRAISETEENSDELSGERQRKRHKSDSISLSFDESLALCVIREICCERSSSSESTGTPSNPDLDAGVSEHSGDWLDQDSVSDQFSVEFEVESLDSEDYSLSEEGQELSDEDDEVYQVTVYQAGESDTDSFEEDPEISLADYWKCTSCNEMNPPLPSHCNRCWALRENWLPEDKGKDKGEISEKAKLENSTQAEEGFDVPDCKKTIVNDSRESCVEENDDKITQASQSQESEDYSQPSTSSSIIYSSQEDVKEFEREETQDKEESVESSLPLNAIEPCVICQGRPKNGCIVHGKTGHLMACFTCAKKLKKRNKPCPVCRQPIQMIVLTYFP
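test system = mammalian cells stably expressing self-ubiquitinating, self-degrading MDM2 E3–luciferase fusion | quantity = 2000 cells/well | incubation = cell settling 4 h, compound treatment 2 h, both 37 °C | signal = luminescence with SteadyLite reagent, 15 min at room temperature | evaluation = % enhancement relative to plate controls after blank subtraction | benchmarks = plate controls and plate blanks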
S1P4 antagonist: human S1P4 receptor antagonism; O95977; S1P4-expressing cells, antagonist mode, reporter read-out; inhibition, % at 4.98 µM; actives 0.26% (n = 220,000); AID 1510; in the data active means inhibition above about 29%;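 further: 0% = wells stimulated with agonist and 100% = vehicle wells without agonist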
Target sequence (O95977 whole entry, looked up): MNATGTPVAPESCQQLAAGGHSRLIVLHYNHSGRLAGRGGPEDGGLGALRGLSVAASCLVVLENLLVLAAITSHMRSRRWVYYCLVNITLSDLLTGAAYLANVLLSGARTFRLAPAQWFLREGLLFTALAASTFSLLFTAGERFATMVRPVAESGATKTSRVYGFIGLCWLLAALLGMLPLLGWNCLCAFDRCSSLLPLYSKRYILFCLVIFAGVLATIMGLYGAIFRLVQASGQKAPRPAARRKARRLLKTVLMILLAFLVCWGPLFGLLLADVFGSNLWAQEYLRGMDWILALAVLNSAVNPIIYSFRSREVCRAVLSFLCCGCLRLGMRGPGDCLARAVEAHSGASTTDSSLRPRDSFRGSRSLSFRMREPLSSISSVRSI
PERK inhibitor: blocks human PERK kinase; Q9NZJ5; CHO PERK-DD fusion, SEAP luminescence translation reporter; AID 1416; inhibition, % at 5.6 µM; actives 0.17% (n = 220,000);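 active means inhibition above the mean inhibition of all tested compounds plus 3 SD, set separately per screening campaign, cut at about 2.9% in these data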;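 further: PERK kinase domain activated by AP20187 dimerizer at 100 nM; 0% = DMSO with dimerizer and 100% = rapamycin at 8.4 µM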
Ba/F3 V617F tox: reduce viability of Ba/F3 cells dependent on JAK2V617F; inhibition, % at 5.6 µM; Ba/F3 EpoR-JAK2V617F viability, ATP luminescence; AID 1446; actives 1.1% (n = 220,000);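 active means inhibition above the campaign mean plus 3 SD over all tested compounds, cut at about 24% in these data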;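 further: cytokine-independent growth of Ba/F3 cells driven by EpoR plus mutant JAK2; 0% = DMSO-treated cells and 100% = JAK inhibitor I control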
S1P4 ag: human S1P4 receptor agonism | AID 1509 | actives 0.35% (n = 220,000) | S1P4-expressing cell line, agonist reporter assay | O95977 | activation, % at 4.98 µM; in the data active means activation above about 11%;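 further: 0% = DMSO vehicle and 100% = reference agonist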
Wee1 degr inh: inhibitors of human Wee1 degradation; HeLa Luc-Wee1K328M stability, luciferase luminescence; 100% = proteasome inhibitor MG132 effect; P30291; reporter increase, % at 5 µM; actives 1.2% (n = 220,000);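 active means activation above the mean of all tested compounds plus 3 SD, set per screening run, cut at about 8.8% in these data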;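 further: cells exposed to compound for 20 h before luminescence read; 0% = DMSO alone and 100% = MG132 at 30 µM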
eIF4E-4G inh: inhibitors of eIF4E and eIF4G interaction in translation initiation; P63073+Q04637; TR-FRET eIF4E-eIF4GI(517-606) binding, 2 h; inhibition, % at 21.7 µM; actives 0.37% (n = 220,000);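 active means inhibition above about 30%, limit read from the data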;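 further: 0% = full FRET control wells and 100% = background wells lacking eIF4GI fragment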
BaF3 parental: counter-screen for JAK2V617F inhibitors: parental Ba/F3 viability inhibitors; CellTiter-Glo ATP luminescence; actives 1.1% (n = 220,000); AID 1486; inhibition, % at 5.6 µM;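 active means inhibition above a per-campaign cutoff, the mean inhibition of all tested compounds plus 3 SD, cut at about 27% in these data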;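 further: 0% = DMSO wells and 100% = JAK Inhibitor I control wells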
NPY2 pot ag: human NPY-Y2 potentiation or agonism, primary screen. cells expressing NPY-Y2, potentiator/agonist read-out. actives 0.45% (n = 220,000). activation, % at 3.6 µM; in the data active means activation above about 27%;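 further: cells stimulated with NPY near EC25 plus isoproterenol at EC100; 0% = vehicle plus submaximal agonist and 100% = vehicle plus saturating agonist; some results beyond the cut were filed as inactive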
* marks the source's active call; other numbers are inactive results; . = not tested or not shown; [ ] = remark or other dose.

no.	canonical_smiles	MDM2 E3 inh	S1P4 antagonist	PERK inhibitor	Ba/F3 V617F tox	S1P4 ag	Wee1 degr inh	eIF4E-4G inh	BaF3 parental	NPY2 pot ag
1	CCOC(=O)c1cnc2c(-c3ccccc3)c(C)nn2c1N	-25	-20	1.0	0	0.3	-1	1	9	1
2	CCc1ccc(N(CC(=O)NCc2ccc(F)cc2)C(=O)c2csnn2)cc1	7	-17	0.3	-3	1.1	-1	-3	2	17
3	Cc1ccc(S(=O)(=O)CCc2nnc(N)s2)cc1	-14	4	0.5	6	-0.4	-2	-1	7	-35
4	COc1ccc(CCNC(=O)COC(=O)c2cc(OC)c(OC)cc2OC)cc1	-9	-15	1.5	-3	0.4	-3	4	3	-7
5	CC(C)c1cccc(C(C)C)c1NC(=O)c1ccc(OCC(=O)NCc2ccccc2)cc1	1	0	0.9	-4	-0.8	5	-4	1	0
6	CC(=O)Oc1ccc2c(=O)c(-c3nc4ccccc4s3)coc2c1	-40	-5	-0.1	2	0.1	9.1*	-2	7	1
7	COc1ccc(CNC(=O)CN(CC2CCCO2)C(=O)CNS(=O)(=O)c2ccccc2)cc1 (centres undefined)	-23	-20	0.0	-5	1.9	-2	-10	2	-27
8	CCOC(=O)c1cnc(-n2nc(C)cc2C)nc1Nc1ccc(OC)cc1	-3	-12	0.8	-1	2.9	-1	-2	0	-6
9	C/C(=N\OC(=O)c1c(-c2ccccc2Cl)noc1C)c1nccs1	-15	-1	1.9	-3	-1.5	2	3	-1	13
10	COC(=O)c1onc(-c2c(Cl)cccc2Cl)c1C(=O)OC	-10	9	0.4	2	0.7	-1	3	-4	21
11	COc1cc2[nH]c(=O)n(CCCC(=O)NCCc3ccccc3)c(=O)c2cc1OC	-16	6	0.6	0	0.9	-1	1	0	2
12	O=C(O)CS(=O)(=O)c1ccc(Oc2ccc(S(=O)(=O)CC(=O)O)cc2)cc1	.	9	0.4	1	0.2	1	.	-1	-14
13	CCN(CC)S(=O)(=O)c1ccc(N2CCCC2)c(C(=O)OCC(=O)Nc2cc(C)on2)c1	.	-19	0.1	-3	1.8	1	-8	0	-8
14	O=C(NCCCN1CCCC1=O)c1csc2ccccc12	-2	-1	0.8	-3	2.0	2	4	0	9
15	COC(=O)c1ccc(NC(=O)CN(C)Cc2cccc(F)c2)cc1	-8	-13	-0.2	-3	0.2	-3	-3	2	-15
16	CC(=O)C1=C(O)CC(c2ccccc2)CC1=NCCc1ccccc1 (centres undefined)	-8	-3	0.1	-1	-2.5	-1	0	2	1
17	CC(C)CN1CN(S(=O)(=O)c2cccs2)c2nc3ccccc3nc21	4	2	-0.6	0	0.6	-2	0	3	-7
18	CCn1c(COc2ccccc2C)nnc1SCC(=O)NCc1ccccc1	-19	-9	-0.6	0	-2.1	-4	-3	2	10
19	O=C(NNC(=O)c1ccccc1O)c1ccc(Cl)cc1	-23	-19	0.2	-6	-0.7	4	-10	3	-1
20	CCOc1ccc(-c2csc(/C(C#N)=C\c3ccc(O)c([N+](=O)[O-])c3)n2)cc1	-18	-17	-0.3	-2	0.9	-3	6[fluorescence artefact?]	6	-4
21	O=C(O)c1ccc(-n2ccnc2)c([N+](=O)[O-])c1	5	-20	1.2	0	2.6	5	22	2	-8
22	C/C(Cl)=C/Cc1c(C)[nH]c2ccc(C)cc2c1=O	-8	-13	1.1	-2	1.9	0	-9	3	8
23	O=C(COC(=O)c1cc(Br)c(Br)s1)NCCC1=CCCCC1	-20	-16	1.2	2	0.4	-2	0[fluorescence artefact?]	3	4
24	CCc1cccc2c(-c3csc(=NC)n3C)c[nH]c12	-8	-2	0.1	4	-1.9	-2	-3	0	17
25	Cn1c(CSc2ncccn2)nnc1SCC(=O)N1CCCc2ccccc21	-12	-2	0.3	-3	-0.9	1	-4	3	4
26	CCc1ccc(-c2nc(NC(=S)NC(=O)c3cccs3)sc2C)cc1	-3	0	0.7	-1	-1.9	2	4[fluorescence artefact?]	4	-8
27	COc1ccc(Oc2cc(C(F)(F)F)cnc2C(N)=O)cc1	.	-9	0.6	-1	-4.8	-2	1	5	10
28	O=S1(=O)N=C(N2CCOCC2)c2ccccc21	-9	-4	1.6	2	0.6	0	0	5	3
29	Cc1cccc(S(=O)(=O)c2c(N)n(/N=C/c3ccco3)c3nc4ccccc4nc23)c1	-14	-3	-0.4	-6	-1.9	-1	-2[fluorescence artefact?]	1	14
30	CN(C)c1ccc(C2OC(=O)C(C)(C)C(=O)C2(C)C)cc1 (centres undefined)	-17	-4	0.6	4	-0.3	0	4	7	-21
31	COP(=O)(OC)c1nc(-c2cccc3ccccc23)oc1NCCc1ccccc1	-25	9	0.0	-1	1.0	-1	1	9	6
32	O=C(Nc1ccc(F)cc1)C(NC1CCCCC1)c1ccccc1 (centres undefined)	-14	8	0.3	-4	-0.7	-4	1	0	-9
33	NC1=NN=C(N2N=C(c3ccco3)CC2(O)C(F)(F)F)n2ncnc2C1 (centres undefined)	-15	-2	0.5	-2	0.8	-1	2	4	6
34	Cc1ccc(NC(=O)CCC(=O)NNC(=S)Nc2ccccc2)c(C)c1	-23	1	0.5	-2	1.8	2	-2	4	3
35	COc1cc(OC)cc(C(=O)N2CCN(Cc3cccc(F)c3)CC2)c1	-14	-12	-0.2	-2	-0.5	-1	3	5	7
36	CCN(C(=O)CSc1nnc(-c2ccccc2Br)o1)C1CCS(=O)(=O)C1 (centres undefined)	-26	8	0.7	-7	-1.8	0	2	1	8
37	Nc1nnn(CC(=O)N/N=C/c2ccccc2Cl)n1	-16	-11	1.6	3	0.2	-1	-7	-2	-6
38	CCCCn1c(NCc2ccncc2)nc2ccccc21	-12	-19	-0.1	2	0.0	-1	-4	5	-3
39	CN1CCC=C(C(=O)N2c3ccccc3Sc3ccc(Cl)cc32)C1	.	0	1.3	-1	0.5	6	-5	-8	-5
40	O=C(Cn1c(=O)n(-c2cccc(Cl)c2)c(=O)n1CC(=O)N1CCCCC1)N1CCCCC1	3	-19	0.3	-1	0.3	-3	7[fluorescence artefact?]	5	-7
41	Cc1nc2ccccc2n1C(=O)N1CCOCC1	3	-20	0.3	-3	-0.3	1	-3[fluorescence artefact?]	0	-4
42	COc1ccc(-n2ncc3c(=O)n(CC(=O)N4c5ccccc5CC4C)cnc32)cc1 (centres undefined)	.	3	1.1	4	-0.7	-2	1	7	-3
43	Cc1cc(N2CCN(S(=O)(=O)c3ccc(Cl)cc3)CC2)c2ccccc2n1	-7	-1	-1.9	-2	-0.9	-1	-4	2	0
44	CCOC(=O)CSc1n[nH]c(=S)s1	-7	1	2.0	-6	-1.5	3	18	2	-6
45	CS(=O)(=O)N(CC(=O)NCCSCc1c(F)cccc1Cl)c1ccc2c(c1)OCO2	-66	1	-0.8	4	0.4	-4	7	5	-3
46	Clc1ccc(-c2noc(CN3CCN(c4ccccc4)CC3)n2)cc1	-4	-27	0.4	0	-1.4	0	-8	5	3
47	Cc1cc(=O)oc2cc(OCC(=O)NCC3CCCO3)ccc12 (centres undefined)	0	3	0.5	-1	-0.4	-1	4	7	-2
48	COC(/C=C/Nc1ccc(C)c(C)c1)=C(C#N)C#N	1	-10	1.1	-2	-1.0	3	3	1	-2
49	CCCn1nc2cc(C(=O)NCCc3cccs3)ccc2c1OCC	-10	-1	-1.1	-3	-1.3	4	.	-1	-1
50	NC(=S)Nn1c(CCC(=O)O)ccc1-c1ccccc1	-7	2	-0.2	1	0.4	1	2	6	8
51	CCOc1nc(N=C(N)N)nc2c(C)cccc12	-12	-6	0.8	-1	2.6	-1	-5	4	38*
52	Cc1cc(C)cc(NC(=O)CCCSc2nc3ccccc3[nH]2)c1	-6	-12	-1.0	-1	1.2	3	3	5	-17
53	Cn1cccc1/C=N/NC(=O)c1cccc(OC(F)(F)C(F)F)c1	-7	-3	0.6	5	-0.9	-1	3	9	-10
54	CC(C)(C)NC(=O)CSc1nsc(SCC(=O)NC(C)(C)C)c1C#N	-28	16	-0.4	-3	-2.4	1	-3	0	12
55	CCC(=NCc1ccc(Cl)c(Cl)c1)c1nc(-c2ccco2)oc1O	-6	-45	-0.2	0	2.4	-2	6	9	-6
56	O=C(NNC(=O)c1ccc(Oc2cc(Cl)cc(Cl)c2)o1)c1ccccc1	-15	-21	-0.3	4	0.3	-1	0	0	-18
57	CCN(CC(=O)Nc1c(F)cccc1F)C(=O)CCc1c[nH]c2ccccc12	.	-3	1.2	2	-1.7	6	-4	5	-5
58	O=C(CCCN1C(=O)c2ccccc2C1=O)NC1=NCCS1	1	3	0.2	-6	-2.1	5	-1[fluorescence artefact?]	3	10
59	CCCC(=O)Nc1cc(Cl)ccc1N1CCN(C(=O)CC)CC1	-8	-30	-0.2	3	-2.3	5	-9	0	-9
60	COC(=O)c1[nH]c2ccc(C)cc2c1NC(=O)C(C)N1CCN(C2CCCCC2)CC1 (centres undefined)	21	-10	-1.3	-2	0.7	-3	1	1	15

Additional entries:
no.	canonical_smiles	MDM2 E3 inh	S1P4 antagonist	PERK inhibitor	Ba/F3 V617F tox	S1P4 ag	Wee1 degr inh	eIF4E-4G inh	BaF3 parental	NPY2 pot ag
61	OCCC1CN(Cc2ccc(C(F)(F)F)cc2)CCN1Cc1ccccc1 (centres undefined)	8	-6	0.1	-5	0.3	0	-2	0	10
62	CCn1ncc(C2=NOC(C(=O)Nc3c(C)n(C)n(-c4ccccc4)c3=O)C2)c1C (centres undefined)	-14	-19	0.6	2	0.7	0	-1[fluorescence artefact?]	3	5
63	CSC1=NCCN1C(=O)c1ccc(S(=O)(=O)N(C)C)cc1	-1	-19	1.8	-1	-3.2	-3	-5[fluorescence artefact?]	7	4
64	COc1ccc(-c2cc3ccccc3n2CC(O)CNCCO)cc1 (centres undefined)	-9	0	0.8	2	-2.2	-2	0	4	-2
65	CCOC(=O)C1C2C=CC3(CN(Cc4cccs4)C(=O)C13)O2 (centres undefined)	-10	-11	0.9	-2	-0.1	0	3	2	-5
66	COC(CN(C)C(C(=O)NC1CCCCC1)c1ccccc1)OC (centres undefined)	-11	14	0.4	1	0.4	-1	-2	5	-6
67	O=C(c1cc(F)c(F)cc1Cl)N1CCCCC1	2	-9	0.0	-4	2.3	-1	-16[fluorescence artefact?]	-1	9
68	O=c1[nH]c(CN2CCN(CCO)CC2)nc2ccccc12	-7	-4	0.9	-4	1.7	1	5	2	-8
69	Cc1cc(C)n(-c2ccc(C(=O)OCC(=O)c3c(N)n(C)c(=O)n(C)c3=O)cc2)n1	-37	-1	1.5	-1	-0.2	3	10	7	13
70	O=C(Cc1ccccc1)Nc1ccc2c(c1)C(=O)N(CC1CCCO1)C2=O (centres undefined)	10	-6	-0.1	5	-2.3	-1	2	11	-13
71	Cc1ccc(C(=O)OCC(=O)NCc2cccs2)cc1S(=O)(=O)N1CCOCC1	-11	-20	1.6	-1	0.1	1	1	4	6

Part of the list above, showing only Wee1 degr inh.
| no. | smiles | Wee1 degr inh |
| --- | --- | --- |
| 68 | O=c1[nH]c(CN2CCN(CCO)CC2)nc2ccccc12 | 1 |
| 69 | Cc1cc(C)n(-c2ccc(C(=O)OCC(=O)c3c(N)n(C)c(=O)n(C)c3=O)cc2)n1 | 3 |

Rows are unselected. Share with any hit: about 4.1%.
